HSF1 activator = increases HSF-1 driven luciferase reporter signal. activation, % at 9 µM. actives 1.7% (n = 300,000). NIH3T3-HGL HSF-1 luciferase reporter, MG132, 8 h; 100% = twice DMSO control signal;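 active means mean replicate activation of at least 50% with a set share of replicates each reaching 50%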;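 further: 0% = median of the neutral control wells and 100% = twice that signal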
HSF1 inhib = HSF1 inhibition | NIH3T3-HGL HSE-luciferase, MG132-induced, luminescence 8 h; hits give low values | activity change, negative = inhibition, % at 7.5 µM (by protocol) | actives 0.77% (n = 300,000) | AID 2098;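 active means more than half of replicate wells show activity change below -50%, luminescence cut by over half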;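 further: luciferase reports HSF-1 transcriptional activity via heat shock element; 0% = median of DMSO wells and -100% = zero luminescence signal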
Platelet DG rel = modulates dense granule release in human platelets; human platelet-rich plasma, SFLLRN dense granule ATP release, luminescence; inhibition, %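 (compounds screened at 7.5 µM in platelet-rich plasma)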; actives 0.22% (n = 300,000);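 active means mean replicate score, as percent of positive control, at or above 50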
HIF act = HIF pathway transcriptional activation. U2OS HRE-luciferase reporter, luminescence; normalized: DMSO 0%, desferrioxamine 100%. activation, % at 7.5 µM (by protocol). actives 0.32% (n = 300,000). AID 1910;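 active means mean activation of at least 10% of the iron chelator positive control signal, with at least half of replicates also reaching 10%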
AI-2 QS mod = modulators of Vibrio harveyi AI-2 quorum sensing system. Vibrio harveyi JMH597 AI-2 luminescence/OD600 ratio, 9 h; hits give low values; strain lacks LuxN and CqsS sensors; 0 = neutral-control median. activity change, % at 7.5 µM. actives 0.4% (n = 300,000). AID 2094; in the data active means activity change below about -75%, passing the limit was not always enough;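 further: luminescence divided by OD600 gain over 9 h not by final OD600 alone; inactives centre near 13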
KLF5 inh = kruppel-like factor 5 inhibition. DLD-1 KLF5 promoter-luciferase reporter, luminescence. inhibition, % at 5 µM. actives 0.23% (n = 290,000). AID 1700;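 active means inhibition above a per-plate limit of that plate's mean compound inhibition plus 3 SD, cut at about 60% in these data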;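 further: 0% = DMSO wells and 100% = LY294002 at 200 µM; higher means less KLF5 promoter-driven luciferase light; inactives centre near -14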
HSP90 refold inh = inhibitors of HSP90 luciferase refolding in rabbit reticulocyte lysate. luciferase refolding luminescence, 3 h. inhibition, % at 5.6 µM. actives 0.91% (n = 290,000). AID 1789;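 active means inhibition above the screen-wide mean plus 3 SD, computed separately per campaign, cut at about 16% in these data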;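 further: 0% = DMSO wells and 100% = 60 µM geldanamycin wells; inhibitors lower the luminescence because luciferase stays unfolded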
SKKanGAS inh = SKKanGAS growth inhibition | S. pyogenes SKKanGAS, kanamycin growth, BacTiter-Glo, 6 h | inhibition, % at 7.5 µM | actives 1.3% (n = 300,000) | AID 1662;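 active means mean replicate score, as percent of positive control median, at least 50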;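 further: strain carries kanamycin resistance gene driven by streptokinase promoter and grows in 40 µg/ml kanamycin; loss of luminescence reflects streptokinase promoter inhibition or plain growth inhibition; 0% = median of DMSO wells and 100% = positive control at its reference dose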
IEC-6 cytotox = counter-screen for KLF5 inhibitors: cytotoxicity in IEC-6 cells; IEC-6 cytotoxicity, luminescence viability; inhibition, % at 5 µM; actives 0.78% (n = 290,000); AID 1825; in the data active means inhibition above about 22%;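 further: 0% = plate median of test compound wells and 100% = cytotoxic reference compound wells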
aSyn UTR inh = 5' untranslated region of α-synuclein, MLPCN primary screen. alpha-synuclein 5'UTR reporter, inhibitor activity. inhibition, % (tested at 7.5 µM). actives 0.82% (n = 300,000). AID 1813; in the data active means inhibition above about 60%;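 further: H4 neuroglioblastoma cells stably carrying SNCA 5'UTR luciferase fusion; 0% = DMSO wells and 100% = positive control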
The depositor's hits bear a star; · = no result given.

mol	HSF1 activator	HSF1 inhib	Platelet DG rel	HIF act	AI-2 QS mod	KLF5 inh	HSP90 refold inh	SKKanGAS inh	IEC-6 cytotox	aSyn UTR inh
Cc1ccc2occ(C3N[C@H](C(=O)O)CS3)c(=O)c2c1 (some centres not stated)	31	5	2	0.1	-2	-11	1	8	-9	7
CN(C)C=Nc1c(Br)cc(Br)c2nonc12	10	1	2	-0.3	37	-10	0	12	5	20
CCc1c(C(=O)N/N=C/c2ccc(OCc3ccc(F)cc3)c(OC)c2)nnn1-c1nonc1N	57*	34	11	3.5	-1	-27	6	30	4	-128
CN(CC(=O)Nc1ccc(N2CCOCC2)cc1)C(=O)CSc1ccc(Br)cc1	45	28	-11	-0.5	35	-16	0	-6	0	-7
O=C(Nc1cccc([N+](=O)[O-])c1)c1cc2ccccc2cc1O	1	2	-10	3.5	13	-60	-3	74*	-3	-22
Cc1ccc(NC(=O)COc2coc(CN3CCc4ccccc43)cc2=O)cc1Cl	7	10	-4	0.3	15	·	·	-6	·	-4
COc1ccc(OC)c2sc(NC(=O)c3ccc(S(=O)(=O)N4CCOCC4)cc3)nc12	-14	-2	0	-0.2	2	-13	-3	-2	-4	9
CCN1CCN(C(=O)/C=C/c2ccc(C)o2)CC1	0	-9	-2	-0.1	17	-48	1	5	2	3
CCC(CC)C(=O)NCc1ccc(OC)cc1	2	-3	3	-0.1	2	-1	-1	-6	4	-12
COc1ccc(N2CCN(c3oc(COc4ccccc4Cl)nc3C#N)CC2)cc1	15	7	-7	0.6	15	1	3	-3	2	-3
CCOC(=O)C1CCCN(CCC(=O)Nc2ccc(C)c(C)c2)C1 (configuration not stated)	3	2	5	0.2	24	-7	2	8	-3	-3
CC(=O)N=c1sccn1CC(=O)c1ccc([N+](=O)[O-])cc1	58*	14	-9	0.6	19	-4	-2	-13	-4	-12
N#CCCn1cc(C(CC(=O)c2ccccc2)C(=O)O)c2ccccc21 (configuration not stated)	-2	4	0	2.1	10	15	2	10	4	-5
Cc1ccc(C)c(OCCCC(=O)NC2CCCCC2)c1	-20	-1	4	-0.3	14	-2	-5	6	-2	6
CCC(=O)N1CC2(CC(c3cccc([N+](=O)[O-])c3)=NO2)C[C@H]1C(=O)NCC(N)=O (some centres not stated)	-22	-3	-1	0.4	5	-24	-3	3	-1	11
Cc1ccc(C(=O)Nc2onc(C)c2C#N)cc1	-1	-9	6	0.9	16	-7	3	-4	-7	-27
C=CCNc1nc2c(c(=O)[nH]c(=O)n2C)n1CCCc1ccccc1	-3	0	19	-1.2	·	-59	-5	-2	1	12
CCCOc1ccc(C(=O)NCC(c2cccs2)N(C)C)cc1 (configuration not stated)	2	8	3	0.2	15	-25	5	5	6	-26
C=CCOc1ccc(/C=C2\SC(=S)N(NS(=O)(=O)c3ccccc3)C2=O)cc1	7	10	-4	-0.6	-86*	-14	0	36	-6	13
COc1cc(C(=O)NCC(C)(C)CNC(=O)c2cc(OC)c(OC)c(OC)c2)cc(OC)c1OC	0	-3	0	-0.6	11	-37	-2	5	-2	0

Arranged by number of heavy atoms (largest number first): some entries from above
mol	HSF1 activator	HSF1 inhib	Platelet DG rel	HIF act	AI-2 QS mod	KLF5 inh	HSP90 refold inh	SKKanGAS inh	IEC-6 cytotox	aSyn UTR inh
COc1ccc(OC)c2sc(NC(=O)c3ccc(S(=O)(=O)N4CCOCC4)cc3)nc12	-14	-2	0	-0.2	2	-13	-3	-2	-4	9
CCC(=O)N1CC2(CC(c3cccc([N+](=O)[O-])c3)=NO2)C[C@H]1C(=O)NCC(N)=O (some centres not stated)	-22	-3	-1	0.4	5	-24	-3	3	-1	11
Cc1ccc(C)c(OCCCC(=O)NC2CCCCC2)c1	-20	-1	4	-0.3	14	-2	-5	6	-2	6
Cc1ccc(C(=O)Nc2onc(C)c2C#N)cc1	-1	-9	6	0.9	16	-7	3	-4	-7	-27

The results go on.
mol	HSF1 activator	HSF1 inhib	Platelet DG rel	HIF act	AI-2 QS mod	KLF5 inh	HSP90 refold inh	SKKanGAS inh	IEC-6 cytotox	aSyn UTR inh
COC(=O)[C@@H](c1ccccc1)N(C)S(=O)(=O)c1cccc(S(=O)(=O)N(C)[C@@H](C(=O)OC)c2ccccc2)c1	16	1	-1	-0.4	5	-29	22*	-3	1	37
COc1ccc(NC(=O)CSc2nnc(Cn3c(=O)sc4ccccc43)n2C)c(OC)c1	3	0	1	-0.1	22	-8	-5	-7	-1	1
Cc1cc(C)c2c(N)c(C(=O)NN3CC(=O)N(c4ccccc4F)CC3=O)sc2n1	-11	-5	-36	-0.3	27	-11	1	-5	0	10
CCc1cccc(C)c1NC(=O)COn1nnc2ccc(C(F)(F)F)cc21	8	1	-3	0.0	13	-26	-2	4	-7	-1

Random excerpt: 7 records from the list
mol	HSF1 activator	HSF1 inhib	Platelet DG rel	HIF act	AI-2 QS mod	KLF5 inh	HSP90 refold inh	SKKanGAS inh	IEC-6 cytotox	aSyn UTR inh
COc1ccc(N2CCN(c3oc(COc4ccccc4Cl)nc3C#N)CC2)cc1	15	7	-7	0.6	15	1	3	-3	2	-3
Cc1cc(C)c2c(N)c(C(=O)NN3CC(=O)N(c4ccccc4F)CC3=O)sc2n1	-11	-5	-36	-0.3	27	-11	1	-5	0	10
CN(CC(=O)Nc1ccc(N2CCOCC2)cc1)C(=O)CSc1ccc(Br)cc1	45	28	-11	-0.5	35	-16	0	-6	0	-7
O=C(Nc1cccc([N+](=O)[O-])c1)c1cc2ccccc2cc1O	1	2	-10	3.5	13	-60	-3	74*	-3	-22
Cc1ccc2occ(C3N[C@H](C(=O)O)CS3)c(=O)c2c1 (some centres not stated)	31	5	2	0.1	-2	-11	1	8	-9	7
CCOC(=O)C1CCCN(CCC(=O)Nc2ccc(C)c(C)c2)C1 (configuration not stated)	3	2	5	0.2	24	-7	2	8	-3	-3
COc1ccc(OC)c2sc(NC(=O)c3ccc(S(=O)(=O)N4CCOCC4)cc3)nc12	-14	-2	0	-0.2	2	-13	-3	-2	-4	9

High-throughput results as filed in PubChem BioAssay.
